# PTAP TSG101 blk = blocks PTAP/TSG101 interaction to inhibit HIV-1 budding | Potency, µM (titrated, usually from 115 µM), for inactives: at the highest dose activity change, negative = inhibition, hits mostly inhibitors | Fluorescence polarization, FITC-PTAP peptide / Tsg101 binding | AID 493005 | 340,000 tested, under 10 active; active means well fitted inhibition curve with a large enough effect in the main read-out, with a control signal flat, not every such curve was filed as active; inconclusive means small, poorly fitted or top-dose-only effect, or effect the other way, or a change in a side signal; inactive means no such curve, though single readings can be large or run the other way; further: potency means the concentration at half of the fitted maximal effect; % of control where 0% means no effect
# Target sequence (Q99816 whole entry, looked up): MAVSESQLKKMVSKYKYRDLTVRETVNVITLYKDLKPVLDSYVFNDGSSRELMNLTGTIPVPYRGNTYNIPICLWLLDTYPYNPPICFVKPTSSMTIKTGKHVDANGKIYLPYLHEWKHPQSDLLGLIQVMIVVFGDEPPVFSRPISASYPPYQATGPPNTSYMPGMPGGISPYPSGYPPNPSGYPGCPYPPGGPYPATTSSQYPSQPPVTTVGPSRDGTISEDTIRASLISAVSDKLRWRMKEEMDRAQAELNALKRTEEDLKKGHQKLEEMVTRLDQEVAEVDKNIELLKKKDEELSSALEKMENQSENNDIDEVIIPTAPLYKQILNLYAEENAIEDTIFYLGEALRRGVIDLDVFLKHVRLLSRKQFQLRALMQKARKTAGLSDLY
#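 Tsg101 binding domain (10 uM final) was mixed with compound and a FITC-labeled PTAP peptide (50 nM final) in HEPES pH 7.5 buffer with NaCl, Tween 20, EDTA and TCEP; fluorescence polarization was read after 20 min at r.t.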
# B2AR arrestin = beta2AR (human) beta-arrestin recruitment activity; P07550; beta-arrestin recruitment to beta2AR, cell-based reporter; Potency, µM (doses to about 46.1 µM), inactives show at the top dose activation, hits mostly activators; hit rate 0.02% among 330,000; AID 492947;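 further: potency means the concentration at half of the fitted maximal effect; 0% = DMSO controls and full agonism = EC100 isoproterenol or metaproterenol; nearly all actives have a fitted effect of over 65% in size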
# Target sequence (P07550 whole entry, looked up): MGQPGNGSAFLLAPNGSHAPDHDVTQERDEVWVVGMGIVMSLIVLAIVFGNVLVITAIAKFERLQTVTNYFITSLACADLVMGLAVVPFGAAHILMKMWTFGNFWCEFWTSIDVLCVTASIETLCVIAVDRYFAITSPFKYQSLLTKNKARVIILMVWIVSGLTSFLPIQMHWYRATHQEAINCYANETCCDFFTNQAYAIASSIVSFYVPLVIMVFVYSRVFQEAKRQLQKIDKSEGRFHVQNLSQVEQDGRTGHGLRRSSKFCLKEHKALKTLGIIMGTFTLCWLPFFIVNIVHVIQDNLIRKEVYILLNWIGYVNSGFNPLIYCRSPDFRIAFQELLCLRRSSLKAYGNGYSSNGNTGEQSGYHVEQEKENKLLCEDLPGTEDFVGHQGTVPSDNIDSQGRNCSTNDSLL
# AT treatment = candidate therapy for ataxia-telangiectasia; […] A-T fibroblasts, KAP-1 phosphorylation AlphaLISA; neocarzinostatin DNA damage 30 min before lysis; Potency, µM (highest dose often 57.5 µM), for inactives: top-dose activation, hits mostly activators; hit rate 0.19% among 320,000; AID 485349; further: potency means the concentration at half of the fitted maximal effect; % of control where 0% means no effect; nearly all actives have a fitted effect of over 45% in size
#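 ATM-like activity read as KAP-1 phosphorylation via AlphaLISA donor/acceptor antibody pairs after lysis and 6 hr at 25C. Cells were ATM-null patient fibroblasts ([…], hTERT), dosed 60 min, then exposed to the DSB inducer NCS for 30 min.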
# MLL CXXC-DNA inh = inhibitors of human MLL CXXC domain-DNA interaction; Q03164; MLL-CXXC / FITC-HOXA9 DNA fluorescence polarization; Potency, µM (top dose mostly 115 µM), for the others: at the top dose activity change, negative = inhibition, usual class: inhibitors; hit rate 0.037% among 290,000; active means well fitted inhibition curve with a large enough effect in the polarisation, with a control signal flat, not every such curve was filed as active; inconclusive means small, poorly fitted or top-dose-only effect, or effect the other way, or a change in a side signal; inactive means no such curve, though single readings can be large or run the other way; the % refers to the polarisation; further: potency means the concentration at half of the fitted maximal effect
#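 Purified MLL-CXXC (added from a 7 uM solution) was preincubated 5 min at ambient with pinned compounds in 50 mM Tris-HCl pH 7.5, 50 mM NaCl, 1 mM DTT, 0.05% BSA. Fluorescein-labeled HOX-A9 DNA (50 nM solution) followed, 30 min, then polarization read.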
# TRPV1 ag = agonists of human vanilloid receptor 1 (TRPV1). Q8NER1. TRPV1-expressing cells, Fluo-8 calcium influx, agonist mode. activation, % at 8.33 µM. hit rate 0.19% among 320,000; in the data active means activation above about 80%; inconclusive means between about 30% and that limit; further: 0% is about no effect
#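 Cells expressing TRPV1 were dye-loaded with Fluo-8 and read kinetically: 10 s baseline, 3 min after compound (agonist portion), then 2 min after EC20 capsaicin (allosteric enhancer portion). Calcium-bound dye fluorescence at 480/520 nm.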
# p53 reactivator = mutant p53 re-activation in reporter cells; H1299 p53-A138V BP100-luciferase reporter, luminescence, 24 h; Potency, µM (series often up to 92.2 µM), for the others: top-dose activity change, positive = activation, usual class: activators; hit rate 0.063% among 320,000; further: potency means the concentration at half of the fitted maximal effect; % of control where 0% means no effect; nearly all actives have a fitted effect of over 45% in size
#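 p53-null H1299 cells stably carrying temperature-sensitive p53-A138V and a BP100-luciferase reporter were pinned with compounds (4-point, 1:5 series) and held 24 hrs at 37 deg C. Luminescence was read 10 min after detection reagent.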
# ELG1 repair inh = inhibitors of ELG1-dependent DNA repair in HEK293T cells. HEK293T ELG1-luciferase reporter, luminescence, 16 h; DNA damage induced by 5-fluorouridine. Potency, µM (titrated, usually from 46.1 µM), inactives show at the highest dose activity change, negative = inhibition, most hits filed as inhibitors. hit rate 2.3% among 330,000. AID 504467; further: potency means the concentration at half of the fitted maximal effect; on the % scale 0 is the no-effect control and ±100 the full control effect; nearly all actives have a fitted effect of over 55% in size
#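 DMSO vehicle served as the neutral condition. Each well held 2,000 cells given 5-fluorouridine plus compound; after 16 hr at 37 °C/5% CO2, ONE-Glo was added and luciferase measured 30 min later.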
# TCR act = T cell receptor activation; 330,000 tested, under 10 active; primary human leukocytes, anti-CD3, IL-2 HTRF, 48 h; AID 504894; Potency, µM (highest dose often 9.22 µM), inactives show at the highest dose activation of IL-2 secretion, most hits filed as activators; further: % of control where 0% means no effect
#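 HTRF read-out of IL-2 secretion: europium cryptate donor excited at 320nm, d2 acceptor emission at 665nm. Cells were primary human leukocytes incubated 48 hr with compounds and a-CD3 beads, supplying TCR signal only.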
# Integrin act MD = activators of alpha7 integrin expression for muscular dystrophy. hit rate 0.064% among 350,000. Potency, µM (highest dose often 38.3 µM), inactives show top-dose activation, usual class: activators. alpha7betagal myoblasts, beta-gal FDG fluorescence, 48 h;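 further: potency means the concentration at half of the fitted maximal effect; 100% = response of the positive control SU9516; nearly all actives have a fitted effect of over 60% in size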
#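 Alpha7betagal+/- myoblasts (passage 13) were plated 16-24 hr, then exposed to compounds (1:260 dilution of DMSO stock) for 48 hours at 37C. After MPER lysis, β-galactosidase reporter activity was read as FDG fluorescence (ex 480/em 540) after 30 minutes.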
# BRCA1 expr up = BRCA1 expression activation | hit rate 1.1% among 380,000 | MCF7-BRCA1-FFLuc reporter, luminescence, 48 h; response scale: scaled: vehicle 0%, 10 µM genistein 100% | Potency, µM (doses to about 46.1 µM), for inactives: at the highest dose activation, actives largely listed as activators | AID 624202; further: potency means the concentration at half of the fitted maximal effect; nearly all actives have a fitted effect of over 80% in size; some results filed as inactive show a strong effect at the top dose
#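 Cells: MCF7-BRCA1-FFLuc, 2000/well. Exposure: 48 h, 37 °C, 5% CO2. Read: luminescence, 15 min post-substrate. Controls: genistein 10 microM (maximal activation), DMSO (neutral).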
# The depositor's hits bear a star; ? = inconclusive; · = no result given; [ ] = another dose, or the depositor's remark. Unless noted, the call rests on the fitted dose curve; in most records, active means well fitted curve in the direction sought with a large enough effect; inconclusive means small, poorly fitted or top-dose-only effect, or another doubt; inactive means no such curve, though single readings can be large; an effect the other way counts as inactive or inconclusive. Compounds as they come; 3.8% or so of the library scored in one or more.
SMILES,PTAP TSG101 blk,B2AR arrestin,AT treatment,MLL CXXC-DNA inh,TRPV1 ag,p53 reactivator,ELG1 repair inh,TCR act,Integrin act MD,BRCA1 expr up
COc1ccc(N(CC(=O)N/N=C(\C)c2ccc(OC)c(OC)c2)S(=O)(=O)c2ccccc2)cc1,-1%,0.6%,2%,-7%,-10,3%,5%,-4%,14%,-14%
O=C(NCc1ccccc1)N1CCC(CO)(Cc2cccc(F)c2)CC1,-2%,0.2%,0%,-5%,13,-5%,-1%,-4%,2%,1%
CC1CCCCC1NC(=O)CN(C)S(=O)(=O)c1ccc2c(c1)CCC(=O)N2 (centres undefined),-3%,0.1%,12%,-3%,?,6%,11%,6%,-9%,5%
CCCc1cc(=O)[nH]c(SCC(=O)Nc2c(C)cccc2C)n1,-13%,-0.1%,·,3%,5,0%,2%,·,7%[7.66 µM],-3%
O=C(Nc1ccccc1)c1cc2ccccc2c(=O)s1,-3%,-1.7%,0%,2%,?,?,?,0%[46.1 µM],34%,27%
Cc1ccccc1OCC(=O)NNC(=O)Cc1ccc(S(=O)(=O)N2CCOCC2)s1,0%,0.0%,-7%,·,2,-4%,2%,3%,0%,-5%
CC1=C(C)CC(C(=O)NC(C)CCc2ccccc2)C(C(=O)O)C1 (centres undefined),0%,-0.5%,-2%,19%,-2,4%,-12%,·,5%,-61%
Cc1ccccc1N1CC(C(=O)O)CC1=O (centres undefined),-6%,0.1%,9%,-6%,0,0%,-17%,-5%,28%,-2%
O=C(CSc1nc2ccccc2[nH]1)NCc1ccc2c(c1)OCO2,2%,-1.0%,-6%,2%,?,8%,-9%,-5%[46.1 µM],-4%,-9%
CS(=O)(=O)N(CC(=O)NCC1CCCO1)c1cc(Cl)c(Cl)cc1Cl (centres undefined),-7%,-0.1%,-2%,25%,2,0%,-12%,0%,-13%,-10%

# Quoted from the listing:
# Cc1ccccc1N1CC(C(=O)O)CC1=O (centres undefined) in ELG1 repair inh = -17%
# CS(=O)(=O)N(CC(=O)NCC1CCCO1)c1cc(Cl)c(Cl)cc1Cl (centres undefined) in B2AR arrestin = -0.1%

# Remaining list, next part:
SMILES,PTAP TSG101 blk,B2AR arrestin,AT treatment,MLL CXXC-DNA inh,TRPV1 ag,p53 reactivator,ELG1 repair inh,TCR act,Integrin act MD,BRCA1 expr up
NS(=O)(=O)c1ccc(CCNC(=O)c2ccc(C#CC3(O)CCCCC3)cc2)cc1,-10%,0.1%,0%,5%,3,-6%,6.5µM*,7%,-38%,-56%
NC(=O)c1nccc2ccccc12,1%,·,·,·,·,·,·,-4%,-4%,-1%
Cc1c(-c2ccccc2)oc2c(C(=O)OCC(=O)Nc3ccc(C(N)=O)cc3)cccc2c1=O,1%,0.1%,-5%,16%,9,-10%,?,2%[46.1 µM],-7%,35%
CSCCC(NC(=O)c1ccc([N+](=O)[O-])cc1Cl)C(=O)OCC(=O)C12CC3CC(CC(C3)C1)C2 (centres undefined),0%,6.3%,-1%,-15%,?,-1%,5%,2%[46.1 µM],20%,-11%
CCCNC(=O)c1ccc(C)c(NC(=O)C2=C(C)OCCS2)c1,-1%,-0.6%,-2%,14%,-5,3%,2%,0%,16%,-9%
COCCOC(=O)c1c(C)oc2ccc(OC(=O)c3c(OC)cccc3OC)cc12,-8%,0.1%,3%,-3%,23,1%,?,·,-47%[inhibitor],-52%
Cc1cc(C(=O)NNC(=S)NCc2ccccc2)no1,-3%,7.5%,10%,15%,-4,·,3%,0%,?,-7%
O=C(Nc1ccc2c(c1)OCO2)c1cc(-c2cccc(O)c2)on1,-1%,-1.3%,5%,0%,4,?,0%,1%,?,?
O=C(CCCc1nc(-c2ccc(Cl)cc2)no1)N1CCOCC1,-5%,0.4%,-2%,2%,?,-13%,-27%,-4%[46.1 µM],4%,-53%
CCOc1ccc(NC(=O)c2nc(SCC)ncc2Cl)cc1,-7%,0.2%,-4%,5%,-2,0%,1%,1%,-10%,-33%
CNC(=S)NNC(=O)CSCc1c(Cl)cccc1Cl,-1%,-0.2%,-6%,-8%,-1,-1%,7%,5%,18%,-16%
CCOC(=O)N1CCN(S(=O)(=O)c2ccc(C)c([N+](=O)[O-])c2)CC1,-6%,-0.4%,3%,1%,19,1%,8%,1%,4%,-15%
COC(=O)c1ccc(N=NNc2cccc(Br)c2)cc1,0%,-0.7%,3%,0%,0,?,?,1%[46.1 µM],-19%,-13%
Cn1cccc1-c1cc(C(=O)N/N=C/c2ccc(F)cc2)[nH]n1,-2%,1.0%,-1%,-3%,-5,2%,0%,-7%,10%,-14%
Cc1ccc(C(=O)O)cc1NC(=S)NC(=O)c1ccc(-c2ccc(Cl)cc2)o1,-9%,-0.5%,8%,-6%,-1,-2%,-7%,7%,12%,19%
CNC(=O)CCC(=O)Nc1ccc(C)cc1,-3%,-0.5%,14%,2%,-1,-3%,0%,3%,?,16%
CC(=O)Nc1ccc(NC2=CC(=O)c3ccccc3C2=O)cc1,-9%,0.2%,·,-20%,2,22%,?,5%,0%,73%
COCC1CCN(C(=O)C2CCC(=O)N(Cc3cccc(C(F)(F)F)c3)C2)CC1 (centres undefined),-1%,-0.3%,4%,7%,27,·,?,-10%,12%,2%
COC(=O)c1[nH]c2cc(OC)ccc2c1NC(=O)CN1CCC(C(N)=O)CC1,-8%,-0.2%,2%,-5%,-5,4%,24%,1%,-12%,-15%
Nc1nc(COC(=O)CCC(=O)c2ccccc2)nc(Nc2ccccc2)n1,-4%,0.1%,12%,·,-7,4%,?,2%,-24%,4%
CCC(=O)NNc1nc2c(C)cc(C)cc2s1,-6%,0.0%,2%,1%,-1,-1%,?,·,-36%,-1%
O=S(=O)(Nc1nccs1)c1ccc(F)cc1,-3%,-0.9%,-1%,1%,9,5%,?,4%,22%,10%
CCOC(=O)c1cc2sccc2n1CC(=O)N1c2ccccc2CC1C (centres undefined),0%,-0.1%,12%,24%,5,-4%,16%,0%,21%,-76%
O=C(CNCc1cccc2ccccc12)Nc1ccccc1[N+](=O)[O-],-2%,-0.2%,-1%,-5%,14,0%,-18%,-10%,5%,-11%
CCN(CC)c1ccc(/C=N/NC(=O)CN2CCCc3ccccc32)cc1,-3%,4.6%,1%,1%,-3,1%,?,-3%[46.1 µM],-6%,-12%
CC(C)c1ccc(NC(=O)CCNS(=O)(=O)c2cccc3nonc23)cc1,-2%,0.4%,2%,-1%,?,-15%,-18%,-1%,-16%,-9%
CCOC(=O)c1sc(S(C)(=O)=O)c2c1CCc1conc1-2,-1%,0.4%,5%,10%,-3,0%,-8%,0%,-6%,-21%
O=C(CCNS(=O)(=O)c1ccc(Br)cc1)Nc1cccc(F)c1,-2%,-0.3%,4%,6%,9,-3%,-1%,-1%,-21%,-29%
COc1ccccc1NC(=O)CN1C(=O)CSC(C)C1=O (centres undefined),-1%,-0.4%,-3%,9%,2,-4%,9%,-2%[46.1 µM],1%,-13%
Cc1ccc(C(c2sc3nc(C)nn3c2O)N2CCOCC2)cc1 (centres undefined),-6%,-0.8%,0%,-2%,22,-4%,0%,0%,22%,-17%
Cc1cccc(N2C(=O)C(O)=C(C(=O)c3cccs3)C2c2ccc(Cl)cc2)n1 (centres undefined),-5%,-1.1%,-15%,-5%,-2,-5%,?,0%,18%,-24%
Cc1c(C)n2c3c(cccc13)CC2,0%,-2.1%,5%,51%[activator],1,-3%,22%,-3%,-10%,-11%
O=C(Cn1cc([N+](=O)[O-])cn1)NCC1CCCO1 (centres undefined),1%,-0.6%,-1%,-9%,-2,-3%,0%,-4%[46.1 µM],13%,24%
Cc1ccc(/C=N/NC(=S)NC2CCCCC2)o1,-3%,7.8%,-3%,-3%,7,10%,?,0%,12%,4.5µM*
Cc1ccc(-n2c(SCC(=O)Nc3ccc(N4CCOCC4)cc3)nc3ccccc3c2=O)cc1,1%,-0.1%,-1%,0%,0,-1%,?,-9%[46.1 µM],-9%,-21%
O=C(CSc1ccc(F)cc1)NCCc1ccc(Cl)cc1,-3%,0.1%,4%,-2%,?,8%,21%,1%,24%,8%
CC1=C(C(=O)OCc2ccccc2)C(c2ccccc2)NC(=O)N1CCCCCC(=O)O (centres undefined),0%,-1.2%,-4%,9%,2,0%,9%,0%,21%,-1%
O=[N+]([O-])c1ccc(CSc2nnc(-c3cnccn3)o2)cc1,-5%,0.1%,-1%,-1%,-3,18%,4%,·,14%,4%
Cn1cc(Br)c(C(=O)NNC(=O)Cc2ccc(Cl)cc2)n1,-3%,0.1%,2%,-3%,1,2%,9%,-4%,42%,-3%
Cc1ccc2c(c1)cc(C)c1nnc(SCC(=O)NCc3ccco3)n12,-4%,-3.1%,10%,-11%,11,3%,4%,·,-8%,4%
S=C(NN=C1CCCCCC1)Nc1ccc(Cl)cc1,-8%,-1.6%,2%,9%,-1,7%,19%,0%,18%,11%

# From PubChem BioAssay
